# RGS12 GoLoco inh: blocks human Gai1 binding to RGS12 GoLoco peptide, red readout; P63096; Gai1:RGS12 GoLoco peptide FP, rhodamine, 10 min; AID 880; Potency, µM (doses to about 61.6 µM), for the others: at the top dose activity, negative = inhibition, most hits filed as inhibitors; 0.44% of 230,000 active; active means well fitted inhibition curve with a large enough effect, not every such curve was filed as active; inactive means no such curve, though single readings can be large or run the other way; further: on the % scale 0 is the no-effect control and ±100 the full control effect; nearly all actives have a fitted effect of over 30% in size; many of its hits are not listed in these tables
# ALDH1A1 inh: blocks purified human ALDH1A1 activity | AID 1030 | 7.3% of 220,000 active | Potency, µM (top dose mostly 75.3 µM), for the others: at the highest dose activity, negative = inhibition, hits mostly inhibitors | Purified ALDH1A1, NADH fluorescence, propionaldehyde substrate; active means well fitted inhibition curve with a large enough effect, not every such curve was filed as active; inconclusive means small, poorly fitted or top-dose-only effect, or another doubt; inactive means no such curve, though single readings can be large or run the other way;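 further: plate controls were no enzyme wells and a reference inhibitor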
# Target sequence (P00352 whole entry, looked up): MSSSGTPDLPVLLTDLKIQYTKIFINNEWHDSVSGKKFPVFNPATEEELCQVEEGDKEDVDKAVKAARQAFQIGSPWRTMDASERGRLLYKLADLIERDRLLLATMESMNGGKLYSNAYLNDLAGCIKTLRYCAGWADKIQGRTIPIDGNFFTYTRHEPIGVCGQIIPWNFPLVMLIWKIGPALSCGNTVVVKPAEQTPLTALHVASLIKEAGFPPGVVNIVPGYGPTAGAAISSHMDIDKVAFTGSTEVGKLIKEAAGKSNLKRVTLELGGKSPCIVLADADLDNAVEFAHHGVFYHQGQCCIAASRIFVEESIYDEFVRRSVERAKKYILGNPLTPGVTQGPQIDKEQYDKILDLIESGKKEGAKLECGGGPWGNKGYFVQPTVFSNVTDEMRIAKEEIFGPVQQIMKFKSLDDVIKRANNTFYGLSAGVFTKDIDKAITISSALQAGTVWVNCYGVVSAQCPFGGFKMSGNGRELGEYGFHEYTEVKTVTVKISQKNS
# SMN2 splice enh: increases expression of the SMN2 splice variant; HEK293 SMN2-luciferase splicing reporter, luminescence, 30-36 h; Potency, µM (top dose mostly 46.1 µM), without a hit: at the top dose activity change, positive = activation, usual class: activators; 2.8% of 210,000 active; AID 1458; further: % of control where 0% means no effect; nearly all actives have a fitted effect of over 55% in size
#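 HEK293 cells carry an SMN2 minigene-luciferase reporter in which exon 7 inclusion puts luciferase in frame. Cells were seeded at 2000 cells/well, attached for 10-12 hours, then exposed to compounds for 30-36 hours at 37C before ONE-Glo luminescence.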
# GAA spleen mod: inhibitors or activators of human alpha-glucosidase in spleen homogenate; P10253; human spleen homogenate, 4-MU-alpha-glucoside fluorescence; Potency, µM (highest dose often 79.9 µM), without a hit: at the highest dose activity change, negative = inhibition, most hits filed as inhibitors; 0.006% of 240,000 active; AID 2112;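 further: 0% = enzyme with vehicle and -100% = no enzyme basal signal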
#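 Compounds were titrated against alpha-glucosidase in spleen homogenate at pH 5.0, with 1 mM 4-methylumbelliferyl substrate for 40 min at 37 C. Reactions were quenched with pH 10 NaOH/glycine and fluorescence measured.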
# GAA glycogen mod: GAA glycogen-cleavage inhibition or activation. recombinant GAA, glycogen substrate, Amplex Red glucose oxidase fluorescence. Potency, µM (highest dose often 76.4 µM), inactives show top-dose activity change, negative = inhibition, usual class: inhibitors. 0.38% of 300,000 active. P10253;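 further: 0% = full enzyme reaction and -100% = no-enzyme basal signal; the screen sought inhibitors and activators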
#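 Natural-substrate format: glycogen cleavage by 4 nM human enzyme, glucose read by Amplex Red coupling (Ex 573, Em 610 nm). Normalized to enzyme and no-enzyme controls.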
# aGal spleen mod: inhibitors or activators of human alpha-galactosidase in spleen homogenate; P06280; human spleen homogenate, 4MU-alpha-Gal fluorescence, 40 min; Potency, µM (doses to about 80 µM), without a hit: at the highest dose activity change, negative = inhibition, actives largely listed as inhibitors; 0.008% of 240,000 active; AID 2107;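 further: 0% = enzyme with vehicle and -100% = no enzyme basal signal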
# Target sequence (P06280 32-429 limits assumed): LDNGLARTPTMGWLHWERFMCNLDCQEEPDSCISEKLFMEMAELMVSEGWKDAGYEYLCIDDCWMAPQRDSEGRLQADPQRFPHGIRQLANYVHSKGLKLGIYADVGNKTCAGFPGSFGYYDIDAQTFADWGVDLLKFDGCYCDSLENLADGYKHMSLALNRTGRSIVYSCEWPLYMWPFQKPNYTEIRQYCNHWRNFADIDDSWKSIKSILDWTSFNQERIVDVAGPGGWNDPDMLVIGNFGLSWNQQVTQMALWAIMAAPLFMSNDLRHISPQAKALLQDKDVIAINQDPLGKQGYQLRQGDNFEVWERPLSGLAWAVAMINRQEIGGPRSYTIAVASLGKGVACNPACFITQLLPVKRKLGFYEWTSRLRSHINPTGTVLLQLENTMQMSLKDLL
#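 Human spleen homogenate (1 ug) as enzyme source, 4-methylumbelliferyl-alpha-D-galactopyranoside 1 mM final, citrate/phosphate pH 5.0 with 0.01% Tween-20. Compounds 40 min at 37C, NaOH/glycine stop; fluorescence Ex 365/Em 440, Hill-fit AC50.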
# KDM4E inh: JMJD2E (human) inhibition; B2RXH2; JMJD2E catalytic domain, FDH-coupled NADH fluorescence (FDH is formaldehyde dehydrogenase); Potency, µM (series often up to 57.1 µM), inactives show at the top dose activity change, negative = inhibition, most hits filed as inhibitors; 1.6% of 230,000 active; AID 2147; active means well fitted inhibition curve with a large enough effect, not every such curve was filed as active; inconclusive means small, poorly fitted or top-dose-only effect, or another doubt; inactive means no such curve, though single readings can be large or run the other way;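 further: 0% = wells with enzyme and -100% = buffer wells without enzyme; nearly all actives have a fitted effect of over 50% in size; many of its hits are not listed in these tables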
# GAA inhib: alpha-glucosidase (human) inhibition | P10253 | purified human GAA, 4-MU-alpha-glucoside fluorescence | Potency, µM (doses to about 76.9 µM), for inactives: at the top dose activity change, negative = inhibition, actives largely listed as inhibitors | 0.005% of 200,000 active | AID 1466;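 further: plate controls were uninhibited enzyme wells for no effect and no-enzyme background for full effect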
#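 Activity normalized between no-enzyme (basal) and enzyme-only wells. Conditions: 4 nM human enzyme, 400 uM fluorogenic substrate, citrate/phosphate pH 5.0 with Tween-20, 20 min room temperature, compounds up to 77 uM.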
# Active calls of the source: *; ? = inconclusive; · = no result given; [ ] = another dose, or the depositor's remark. Unless noted, the call rests on the fitted dose curve; in most records, active means well fitted curve in the direction sought with a large enough effect; inconclusive means small, poorly fitted or top-dose-only effect, or another doubt; inactive means no such curve, though single readings can be large; an effect the other way counts as inactive or inconclusive. Potency means the concentration at half of the fitted maximal effect. A portion of the library (hit frequency here may not be typical).
compound,RGS12 GoLoco inh,ALDH1A1 inh,SMN2 splice enh,GAA spleen mod,GAA glycogen mod,aGal spleen mod,KDM4E inh,GAA inhib
CCOC(=O)c1nc2cc3n(c(CC(C)C)c-2c1C)CC(C)=C3C,7.0%,?,-13.5%,-0.1%,-9.8%,9.3%,?,6.9%
Cc1ccc(OCc2nnc(NC(=O)Cc3cccs3)s2)cc1,1.5%,0.9%,17.3%,-4.8%,0.5%,-7.6%,3.5%,-0.2%
O=C(Nc1ccc(N2CCCC2)c(Cl)c1)c1cccc(-c2cc3ccccc3oc2=O)c1,-8.9%,-1.4%,-7.2%,-9.3%,-0.1%,-2.8%,-3.4%,-4.5%
COc1cc2c(cc1OC)C(c1cc3cc4c(cc3[nH]c1=O)OCO4)N(C(=O)C1CC1)CC2 (stereo not given),-4.5%,?,16.0%,5.4%,-8.3%,13.2%,?,8.2%
COc1ccc2nc(-c3ccc(Cl)cc3)cc(C(=O)O)c2c1,6.4%,·,·,5.8%,-7.6%,12.2%,?,·
Cc1[nH]c2ccccc2c1C(=O)CN1CC(C)OC(C)C1 (stereo not given),1.4%,·,·,-4.0%,2.3%,-0.9%,0.3%,·
COc1ccc2nc(N/C(=N/S(=O)(=O)c3cccs3)c3ccccc3Cl)sc2c1,2.8%,-13.0%,13.0%,-3.8%,-2.5%,4.1%,-6.3%,-9.6%
COc1ccc(N2CCN(C(=O)NC3CCCCC3)CC2)cc1,-10.7%,11.4%,-41.0%[inhibitor],2.9%,0.9%,17.1%,0.0%,-6.8%
O=c1c2ccccc2ncn1Cc1ccc(Cl)cc1,6.0%,-2.7%,-15.2%,0.7%,-8.0%,-2.2%,-4.3%,-2.4%
COc1cc(S(=O)(=O)n2nnc3ccccc32)c(OC)cc1Cl,8.3%,1.3%,?,-0.2%,-4.4%,2.3%,5.6%,?
O=C(/C=C/Nc1ccccc1)C(F)(F)F,1.5%,1.7%,16.3%,4.2%,3.7%,3.0%,4.1%,-1.1%
C#CCOCCOCCOCCNc1nc(N2CCN(C(=O)[C@H]([C@@H](C)CC)n3cc([C@@H](N)CO)nn3)CC2)nc(N2CCN(C(=O)[C@H](Cc3cc4ccccc4[nH]3)n3cc([C@@H](N)Cc4ccc(O)cc4)nn3)CC2)n1,-1.7%,·,·,8.0%,-1.1%,4.2%,5.6%,·
Cc1ccc(-c2nnc3sc(-c4ccncc4)nn23)cc1,2.8%,?,-12.7%,-7.6%,-3.5%,9.5%,?,-34.5%
Cc1cc(C(C)(C)C)oc1C(=O)Nc1ccc(CC(=O)O)cc1,7.1%,3.0%,-13.4%,1.0%,-5.2%,4.8%,-6.1%,-9.3%
CSCCC(NS(=O)(=O)/C=C/c1ccccc1)C(=O)NCCc1ccc(S(N)(=O)=O)cc1 (stereo not given),-4.3%,·,·,-1.6%,4.9%,-26.4%,11.8%,·
CCOC(=O)C1=C(c2ccccc2)NC(=O)NC1c1ccc(OC)c(OC)c1 (stereo not given),10.6%,5.9%,19.5%,-5.4%,16.7%,-6.0%,-2.8%,-0.8%
C=CCSc1nccc(=O)[nH]1,4.3%,-1.6%,1.3%,-3.8%,4.2%,-6.4%,5.0%,8.7%
CCC1(C)Cc2c(sc3nc(SC)n(Cc4ccccc4)c(=O)c23)CO1 (stereo not given),-1.4%,8.9%,-19.5%,3.7%,14.3%,7.3%,-0.8%,1.2%
O=C(O)C1CCCCC1C(=O)Nc1cc(Cl)ccc1Cl (stereo not given),14.5%,-7.8%,-11.4%,2.8%,-0.4%,-3.3%,4.1%,-0.2%
Cc1ccc(SC(=O)COc2ccccc2C)cc1,-1.8%,5.8%,2.4%,-0.3%,4.6%,3.2%,1.3%,5.3%
Cc1cc(C(F)(F)F)nc2c(Cl)c(C(C)(C)C)nn12,-4.6%,15.2%,·,-1.1%,-2.4%,-6.5%,-12.2%,2.9%
C[C@H](CCC(=O)O)C1CC[C@H]2C3CC[C@@H]4C[C@H](O)CC[C@]4(C)C3C[C@H](O)[C@]12C (stereo not given in full),7.7%,1.1%,-13.9%,5.2%,·,-3.4%,·,·
O=C(NCc1nc2ccccc2[nH]1)C1=C[C@H](c2ccccc2)C[C@H](OCCCCO)O1,-5.6%,·,·,2.2%,-3.0%,-1.1%,-1.5%,·
O=C(CCCn1cc([N+](=O)[O-])cn1)Nc1cccnc1,6.8%,·,·,3.6%,2.1%,-1.0%,-3.8%,·
Cc1csc(NC(=O)[C@@H]2CCCN2C(=O)c2cccs2)n1,-5.3%,4.8%,-2.4%,·,14.8%,-14.9%,13.7%,-2.5%
Cc1nn(C)c(C)c1NS(=O)(=O)c1ccc(N2CCCC2=O)cc1,2.5%,-0.5%,·,3.9%,15.2%,-1.8%,-1.7%,12.7%
O=C(CC(c1ccco1)C1CCCCC1=O)c1ccco1 (stereo not given),-1.5%,25.1µM*,-11.6%,-17.2%,-1.2%,-11.6%,-5.9%,-16.2%
COc1ccc(N(CC(=O)NCCSCc2c(F)cccc2Cl)S(C)(=O)=O)cc1OC,6.7%,-5.4%,-26.2%,-6.0%,4.1%,-5.4%,5.9%,1.9%
O=C(Nc1ncc(Cc2cccc(C(F)(F)F)c2)s1)c1ccc(-c2cccc([N+](=O)[O-])c2)o1,·,6.5%,·,1.5%,-5.8%,-0.8%,-5.0%,-7.3%
COc1cccc(/C=N/NC(=O)CO/N=C(\C)c2cccs2)c1OC,5.4%,?,-7.6%,2.7%,-1.9%,-1.4%,?,-14.0%
CCOc1ccccc1N(C(=O)c1snc(C(N)=O)c1N)C(C(=O)NC1CCCC1)c1ccco1 (stereo not given),3.4%,?,-17.0%,2.1%,-7.0%,-6.5%,?,3.9%
CN(C)CCN1C(=O)C(=O)/C(=C(/O)c2ccc3c(c2)OCCO3)C1c1ccccn1 (stereo not given),8.3%,·,·,-13.6%,1.3%,0.6%,-26.4%,·
OCCC1CN(Cc2nc(-c3ccc(F)cc3)cs2)CCN1CCc1ccccc1 (stereo not given),-6.8%,-0.7%,·,5.4%,-9.4%,2.4%,-3.6%,·
CCc1nc(CN2CCCC(C(=O)c3ccc4c5c(cccc35)CC4)C2)c(C)[nH]1 (stereo not given),3.2%,?,·,1.5%,-2.2%,6.9%,?,11.0%
CC(=O)c1ccc(Oc2ncnc3sccc23)cc1,-0.6%,7.4%,?,-2.9%,4.9%,5.4%,-15.9%,-2.7%
COc1ccc(N(CC(=O)NC2CCCC2)C(=O)Cn2nnc(-c3ccc(C)cc3)n2)cc1,8.0%,9.9%,-31.2%[inhibitor],-6.6%,0.0%,-10.9%,13.8%,-1.6%
CCCCNC(=O)C1COc2ccccc2O1 (stereo not given),7.2%,5.0%,29.8%,-5.5%,2.7%,-3.1%,2.7%,5.0%
CC(c1ccccc1)N1CC(C(=O)NC2CCCC2)CC1=O (stereo not given),0.7%,7.1%,2.0%,1.2%,11.2%,4.3%,8.6%,8.0%
COc1cc2nc(SCC(N)=O)n(CCC3=CCCCC3)c(=O)c2cc1OC,-6.7%,-2.6%,?,-4.4%,9.5%,3.2%,-6.9%,-6.1%
N#Cc1ccc(CSCC(=O)O)cc1,-0.6%,-11.3%,16.2%,-3.3%,0.6%,-2.0%,6.9%,-6.8%

# Single records, as listed above. Order of screens: RGS12 GoLoco inh | ALDH1A1 inh | SMN2 splice enh | GAA spleen mod | GAA glycogen mod | aGal spleen mod | KDM4E inh | GAA inhib
# CC(c1ccccc1)N1CC(C(=O)NC2CCCC2)CC1=O (stereo not given) across the screens: 0.7% | 7.1% | 2.0% | 1.2% | 11.2% | 4.3% | 8.6% | 8.0%
# Cc1csc(NC(=O)[C@@H]2CCCN2C(=O)c2cccs2)n1 across the screens: -5.3% | 4.8% | -2.4% | · | 14.8% | -14.9% | 13.7% | -2.5%
# CCc1nc(CN2CCCC(C(=O)c3ccc4c5c(cccc35)CC4)C2)c(C)[nH]1 (stereo not given) across the screens: 3.2% | ? | · | 1.5% | -2.2% | 6.9% | ? | 11.0%
# O=C(CCCn1cc([N+](=O)[O-])cn1)Nc1cccnc1 across the screens: 6.8% | · | · | 3.6% | 2.1% | -1.0% | -3.8% | ·

# The list goes on:
compound,RGS12 GoLoco inh,ALDH1A1 inh,SMN2 splice enh,GAA spleen mod,GAA glycogen mod,aGal spleen mod,KDM4E inh,GAA inhib
CCOC(=O)CC1C(=O)NCCN1C1CCCC1 (stereo not given),15.9%,3.3%,·,-1.1%,15.6%,-4.0%,3.7%,3.2%
O=c1c2ccccc2sn1-c1cc(S(=O)(=O)N2CCOCC2)ccc1N1CCOCC1,3.55µM*,0.0562µM*,4.2%,8.8%,-23.4%,-0.1%,8.91µM*,?
CN(C)C(CNC(=O)C1CCCN(C(=O)c2ccc(Cl)cc2)C1)c1ccco1 (stereo not given),7.8%,2.9%,-3.3%,-7.9%,1.8%,-14.2%,-5.2%,-2.4%
O=C(Nc1ccc(Br)cc1)c1ccc(F)c(S(=O)(=O)NCc2cccs2)c1,6.9%,-8.9%,-85.4%[inhibitor],-8.2%,3.6%,-12.0%,-0.8%,-3.9%
Cc1ccnc(SCc2ccc([N+](=O)[O-])cc2)n1,5.3%,-0.1%,·,-6.8%,0.9%,2.1%,0.3%,-1.3%
Cc1ccc(/C=c2\sc3nc(-c4ccco4)nn3c2=O)o1,120.1%[activator],3.55µM*,13.9%,15.8%,-14.8%,?,?,-10.8%
CC(C)(C)NC(=O)C(c1ccco1)N(C(=O)c1ccc(CN2CCOCC2)o1)c1ccccc1 (stereo not given),2.4%,5.6%,-8.1%,-0.8%,-1.5%,-2.0%,5.1%,3.9%
Cc1scc(C(=O)N/N=C/c2ccc(OCC(C)C)cc2)c1C,3.0%,2.3%,-25.2%,2.0%,2.8%,6.1%,-5.8%,-2.3%
CCO[C@@H]1OC(C(=O)N2CCN(Cc3ccccc3)CC2)=C[C@H](c2ccc(C(F)(F)F)cc2)[C@H]1CCCO,1.9%,?,·,-14.2%,-16.1%,5.4%,-4.2%,·
CCCCCn1c2c(c(=N)c3ccccc31)CCC2,-29.3%,·,·,-6.3%,3.8%,-5.9%,?,·
